Screens (PubChem)
AmpC inh det: AmpC beta-lactamase inhibition, detergent assay; P00811; Potency, µM (doses to about 28.7 µM), for the others: at the top dose activity change, negative = inhibition; AID 584; actives 0.09% (n = 71,000); purified AmpC, nitrocefin hydrolysis with detergent; active = well fitted curve in the direction sought with a large enough effect
Target sequence (P00811 whole entry, looked up): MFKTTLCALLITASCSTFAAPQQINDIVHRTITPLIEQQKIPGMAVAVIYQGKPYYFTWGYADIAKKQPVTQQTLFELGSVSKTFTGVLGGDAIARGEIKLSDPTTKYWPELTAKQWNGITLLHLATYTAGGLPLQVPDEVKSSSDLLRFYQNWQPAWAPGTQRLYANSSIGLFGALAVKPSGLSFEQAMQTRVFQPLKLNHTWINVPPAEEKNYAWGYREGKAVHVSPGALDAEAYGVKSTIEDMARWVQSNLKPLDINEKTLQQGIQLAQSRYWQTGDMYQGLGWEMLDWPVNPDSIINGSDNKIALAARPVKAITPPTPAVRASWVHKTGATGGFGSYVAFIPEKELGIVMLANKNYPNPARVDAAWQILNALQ
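E. coli AmpC (5.3 nM) in 20 mM phosphate pH 7.0 with 0.01% Triton X-100, preincubated 15 min RT with compound; nitrocefin (2 uL of 800 uM stock) hydrolysis followed by 480 nm absorbance every 20 s over 4 min.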
* hit, by the source's call; & = joins results of further samples; [ ] = dose if it differs, or a comment. % is scaled to controls: 0 for no effect and ±100 for the full control effect; potency is read from the fitted curve at half-maximal effect.

SMILES | AmpC inh det
Cn1c(=O)c2c(nc(NCc3ccco3)n2CC(O)COc2ccccc2)n(C)c1=O (stereo not given) | -0.4%
COCCn1nnnc1C(c1cc2cc(C)cc(C)c2[nH]c1=O)N1CCN(c2ccccc2F)CC1 (stereo not given) | -5.2%
OC(COc1cccc(OCC(O)CN2CCCC2)c1)CN1CCCC1 (stereo not given) | 0.8%
CCCCCn1c(CN2CCCCC2CC)nc2c1c(=O)n(C)c(=O)n2C (stereo not given) | 25.4%
O=S(=O)(NCc1ccccc1)c1ccc2c(c1)OCCO2 | 0.4%
COc1ccc(OC)c(C(=O)c2coc3ccc(O)c(CN4CCOCC4)c23)c1 | 13.5%
COc1nc(NC(C)(C)C)nc(Oc2ccc(=O)n(-c3ccccc3)n2)n1 | -4.5%
COc1ccc(-c2csc(/C(C#N)=C(\O)CSc3nccn3C)n2)cc1OC | 13.5%
COc1cc(C(C(=O)NC(C)(C)C)N(Cc2ccccc2)C(=O)c2cnccn2)cc(OC)c1OC (stereo not given) | 1.9%
Cn1c(NC(=O)c2ccco2)cc(=O)n(C)c1=O | 11.9%
CCOc1cc(C(=O)O)cc(Cl)c1OCC#N | -1.1%
CCC(=NC1CC1)c1c(O)n(C2CCCCC2)c(=O)[nH]c1=O | -2.1%
O=C1NCCCc2c1oc1ccc(O)cc21 | 10.6%
C=Cn1ccnc1P(=S)(c1ccc(N(C)C)cc1)c1nccn1C=C | -9.2%
O=C(O)CCCCn1cnc2c(=S)nc[nH]c21 | 4.8%[5.75 µM]
CCC(=O)NCCC(c1ccco1)c1ccccc1OC (stereo not given) | -2.1%
CC(C)=C1C(=O)C(c2ccccc2)=C2CN3C(=O)N(CCc4ccccc4)C(=O)[C@]3(Cc3ccc(C(F)(F)F)cc3)[C@H]21 | -0.6%
CCOC(=O)c1[nH]c2c(c1C)C(=O)CC(c1ccco1)C2 (stereo not given) | -0.7%
CC(C(=O)OCC(=O)Nc1ccc2c(c1)OCO2)N1C(=O)c2ccccc2C1=O (stereo not given) | -2.6%
CCN1CCN(C(=O)c2ccc3c(=O)n(Cc4ccccc4OC)c(=S)[nH]c3c2)CC1 | 12.6%
CCOC(=O)c1oc2ccccc2c1NC(=O)c1cccc(OC)c1 | -0.5%
c1ccc(CCc2nn3c(-c4ccncc4)nnc3s2)cc1 | -5.7%
O=C(O)c1cccc(COc2ccccc2Cl)c1 | -9.7%
O=C(c1ccc(Br)o1)N(Cc1ccccc1)c1ccccn1 | 3.1%

Looked up by compound from above, three records:
SMILES | AmpC inh det
O=C(c1ccc(Br)o1)N(Cc1ccccc1)c1ccccn1 | 3.1%
C=Cn1ccnc1P(=S)(c1ccc(N(C)C)cc1)c1nccn1C=C | -9.2%
O=C(O)c1cccc(COc2ccccc2Cl)c1 | -9.7%

Remaining list, next part.
SMILES | AmpC inh det
Cn1c(=O)c(C(=O)CN2CCOCC2)c(N)n(Cc2ccccc2)c1=O | -2.6%
COc1ccccc1C(=O)NCCNC(=O)c1ccco1 | -1.9%
CCn1c(SCC(=O)c2[nH]c(C)c(C(C)=O)c2C)nnc1-c1ccncc1 | 14.7%
C=CCn1c(-c2cccs2)nc2ccccc21 | -3.3%
C[C@@]1([C@@H](NP(=O)(c2ccccc2)c2ccccc2)c2ccccc2)C[C@H]1CCO | 15.2%
COc1ccc(-n2c(Cc3cccn3C)nnc2SCC(=O)Nc2cc(Cl)ccc2OC)cc1 | 10.9%
COC(=O)CCCc1nc2ccccc2s1 | 2.0%
C[C@@H]1Nc2ccc(Cl)cc2S(=O)(=O)N1 | -1.3%
CCCn1nnnc1NC(=O)CSc1ccc(Cl)cc1 | -5.5%
COc1ccc(C(C)=O)cc1CSc1nc2ccccc2o1 | -5.1%
Cc1ccc(NC(=O)CCNS(=O)(=O)c2cccc3nonc23)cc1 | -0.4%
Fc1ccc(-c2ccc(-c3nn4c(-c5ccco5)nnc4s3)o2)cc1 | -2.7%
CCOC(=O)c1c(NC(C)=O)sc2c(O)c(CN3CCN(CC)CC3)ccc12 | -1.7%
Nn1c(SCc2ccccc2)nnc1-c1ccco1 | 6.4%
COc1ccccc1[N+](=O)[O-] | 8.0%
CNc1ncncc1-c1ccccc1C(F)(F)F | 9.8%
CC(=O)N(c1cccc(C)c1)C1SC(=O)N(c2ccccc2)C1=O (stereo not given) | -4.3%
CN(Cc1nc(-c2ccccn2)no1)S(=O)(=O)c1ccc(Cl)cc1 | -9.3%
COc1cc2c(cc1OC)-c1cc(NC3CC3)nc(=O)n1CC2 | -2.2%
CN(Cc1ccccc1)Cc1nc2c([nH]1)c(=O)[nH]c(=O)n2C | -3.2%
N#C/C(=C(/O)COC(=O)CCc1ccc(S(=O)(=O)N2CCOCC2)cc1)c1nc2ccccc2[nH]1 | 0.4%
CC(C)N(C(=O)Cn1c(SCC(=O)N2CCN(c3ccccc3)CC2)nc2ccccc21)C(C)C | -1.4%
CCOc1ccc(CCN2C(=O)CCC2(C)C(=O)NC(C)CC)cc1OCC (stereo not given) | 0.6%
O=C(CSc1nnc(Cn2c(=O)sc3ccccc32)n1-c1ccccc1)NCc1ccco1 | 3.7%

Part of the list above in order of molecular weight, largest number first:
SMILES | AmpC inh det
CCOC(=O)c1c(NC(C)=O)sc2c(O)c(CN3CCN(CC)CC3)ccc12 | -1.7%
CCOc1ccc(CCN2C(=O)CCC2(C)C(=O)NC(C)CC)cc1OCC (stereo not given) | 0.6%
CN(Cc1nc(-c2ccccn2)no1)S(=O)(=O)c1ccc(Cl)cc1 | -9.3%
CNc1ncncc1-c1ccccc1C(F)(F)F | 9.8%
COc1ccccc1[N+](=O)[O-] | 8.0%

Next results
SMILES | AmpC inh det
CCn1c(SCC(=O)Nc2nc(C)c(C(=O)OC)s2)nnc1C(C)C | 10.4%
CCCCN(C(=O)NC(=O)Nc1cc(C)ccc1C)S(C)(=O)=O | -7.6%
N#CCCn1c(=O)c(-c2cccc(C#N)c2)nc2cnc(N3CCOCC3)nc21 | 1.2%
Cc1cccn2cc(-c3ccc(F)cc3)nc12 | 1.7%
CC(O)C(O)C(O)C(O)C1NCCS1 (stereo not given) | -4.5%
O=C(CSc1ncn(-c2ccccc2)n1)Nc1ccc(Br)cn1 | -1.4%
CCOC(=O)N1CCN(CC(O)COC2CC(C)CC(C)(C)C2)CC1 (stereo not given) | -2.4%
COc1ccc(C)c(S(=O)(=O)Nc2ccc(OCC(=O)O)cc2)c1 | 12.1%
CC(C)NC(=O)N1CCC2(CC1)CCN(C(=O)Oc1ccccc1)CC2 | -0.5%
CCOC(=O)Cc1csc(NC(=O)c2cccc(N3C(=O)CCC3=O)c2)n1 | -1.6%
CCOC(=O)N1CCN(C(=O)CN(c2cccc(C)c2)S(=O)(=O)c2ccc(C)cc2)CC1 | 2.4%
O=C(O)Cc1ccc(NC(=O)c2cccs2)cc1 | -4.1%
O=C(OC[C@@H](O)CO)c1ccccc1Nc1ccnc2cc(Cl)ccc12 | -1.8%[12.8 µM]
COC(=O)[C@@H]1C[C@H]1[C@@H](NS(=O)(=O)c1ccc(-c2ccccc2)cc1)c1ccccc1 | -1.5%
CCOC(=O)c1c(-c2ccc(C)o2)csc1NC(=O)CSc1nnnn1-c1ccccc1 | 0.0%
CN1CCN(C(=S)c2ccc(N(C)C)cc2)CC1 | 0.1%
CC(C)OC(=O)CSc1nnc(-c2cnccn2)n1C | -3.6%
O=C(CSc1ncccn1)NC(=O)NCc1ccccc1 | 2.0%
CCC(Oc1ccccc1)C(=O)Nc1nnc(C)s1 (stereo not given) | -3.2%
CCOC(=O)C(NC(C)=O)C(OC(C)=O)c1cccc(N(CCO)CCO)c1 (stereo not given) | 11.3%
CC(C)(C)c1cc(=O)n2c(C#N)c(C#N)nc2[nH]1 | -0.8%
O=C(Nc1ccc(S(=O)(=O)NCc2ccccc2)cc1)Nc1ccc2c(c1)OCO2 | -2.1%
Oc1c(C(c2ccco2)N2CCOCC2)sc2ncnn12 (stereo not given) | 4.7%
Cc1ccc2nc(N3CCN(C)CC3)c(C#N)cc2c1 | 6.4%
CC(=O)Nc1ccc(C(=O)CSc2nnc3scc(-c4ccccc4)n23)cc1 | -2.4%
O=C(CN1C(=O)CCC1=O)Nc1nc(-c2ccccn2)cs1 | 12.7%
Cc1cccc(CNc2cc(-c3cccnc3)ncn2)c1 | 11.2%
COCC(=O)N(C)c1nnc(-c2cnc(C)cn2)s1 | 6.5%
C=C[C@H]1CN2CC[C@@H]1C[C@H]2[C@@H](O)c1ccnc2ccccc12 | -0.1%&2.5%[12.8 µM]
CC1CCCCC1NC(=O)C1CCN(S(=O)(=O)c2ccc3c(c2)CCC(=O)N3)CC1 (stereo not given) | 7.4%
O=C(NCN1CCCCC1)c1cnccn1 | -2.3%
COc1cc(Br)cc(CN2CCN(C=O)CC2)c1O | 0.7%
CN1CCN(c2ncc3nc(-c4cccs4)c(=O)n(CCc4ccccc4)c3n2)CC1 | 1.4%
Cc1ccc(S(=O)(=O)N2CCN(C(=O)N3CCOCC3)C2C)cc1 (stereo not given) | -0.8%
C=CCn1c(SCC(=O)NC2CCCCC2)nnc1-c1ccc(OC)cc1 | 1.5%
CC(C)N(CCc1ccncc1)C(=O)Nc1ccc(F)cc1 | 13.6%
Fc1ccc(CSc2nncn2NCc2ccc3c(c2)OCO3)cc1 | -0.9%
CCN(CC)CCCN(Cc1cc2cc3c(cc2[nH]c1=O)OCO3)C(=O)Nc1ccccc1OC | 14.3%
COc1cccc(NC(=O)CSc2nnnn2C(C)C)c1 | 12.1%
CCCS(=O)(=O)N1CCCC(C(=O)NCc2ccc(C)cc2)C1 (stereo not given) | -2.1%
COc1ccccc1C1C2C(=O)N(c3ccccc3)C(=O)C2ON1c1ccccc1 (stereo not given) | -0.5%
CC(C)(C)NCCCCOc1ccc(F)cc1 | 8.0%
Cn1c(O)c(C=NCCCN2CCCC2=O)c(=O)n(C)c1=O | 0.4%
Cc1cc(C)n(/N=C/c2c[nH]c3ccccc23)c(=O)c1 | -0.5%
COc1cc(C2C(C(C)=O)=C(O)C(=O)N2CCc2c[nH]c3ccccc23)ccc1O (stereo not given) | -1.9%
COc1ccc(OC)c(NC(=O)Cn2cc(C#N)c3ccccc32)c1 | -3.0%
Cc1noc(C)c1S(=O)(=O)Nc1ccc(C(=O)NC2CCCCC2C)cc1 (stereo not given) | -1.0%
Cc1oc2ccc(OC(=O)N3CCOCC3)cc2c1C(=O)OC(C)C | 7.1%
N#Cc1c(NC(=O)CCn2cnc3ccccc3c2=O)oc(-c2ccccc2)c1-c1ccccc1 | -4.4%
COC(=O)CC1C(=O)NCCN1C(=O)CSc1nnc(Nc2ccc(OC)cc2)s1 (stereo not given) | 2.2%
Cn1c(=O)c2c(-c3ccccc3)n3c4ccccc4ncc3c2n(C)c1=O | -3.9%
CCC1SC2=NC(C)=C(C(=O)OC)C(c3ccc(C)cc3)N2C1=O (stereo not given) | -0.9%
COc1ccc(/C=N/n2cc(-c3ccc(OC)cc3)nc2N)cc1 | 2.4%
O=C(Nc1nc2c(s1)CCCC2)c1ccc2ncsc2c1 | 12.7%
Clc1cc(Cl)c(Cl)cc1Cl | 12.7%
O=C1C2=C(Nc3cc([N+](=O)[O-])ccc3N2)O[C@@H]1c1c[nH]c2ccc(COc3ccccc3)cc12 | -5.5%[5.75 µM]
CC1(C)CC2(CC(C)(C)NC(=O)N2)NC(=O)N1 | -3.9%
O=S(=O)(c1ccccc1)N1CCC2(CCN(Cc3ccccc3)CC2)CC1 | -0.6%
O=c1[nH]c2cc3c(cc2cc1CN(Cc1nnnn1CC1CCCO1)C1CCCCC1)OCO3 (stereo not given) | 0.9%
COc1cccc(-c2nnc(SCc3ccc(C#N)cc3)n2Cc2ccco2)c1 | 15.6%

New compounds follow.
SMILES | AmpC inh det
CCCn1nnc(NC(=O)c2cccc(OCC(C)C)c2)n1 | 9.3%
Cc1cc(C)c2nc(N3CCCN(C(=O)c4cnccn4)CC3)c(C#N)cc2c1 | -5.2%
Cc1ccc2c(c1)c1ncnc(N3CCOCC3)c1n2C | 14.2%
CCOC(=O)N1CCN(C(=O)COc2ccc3c(c2)C(=O)CC2(CCN(C(C)=O)CC2)O3)CC1 | 2.2%
O=C(Nc1ccc(Cl)cc1C(=O)NCC1CCCO1)c1ccco1 (stereo not given) | -5.2%
CCOC(=O)CSc1nnnn1-c1cc(OC)ccc1OC | 0.0%
CCn1c(=O)c(C2=NS(=O)(=O)c3ccccc3N2)c(O)c2ccccc21 | -2.7%
O=c1c(F)cn(C2CCCO2)c(=O)n1Cc1c(F)cccc1Cl (stereo not given) | 1.4%
Cc1nc2cc(Cl)c(Cl)cc2nc1C | -3.1%
O=C(Oc1cccc(Br)c1)c1cccnc1 | -3.9%
O=C(c1ccco1)N1CCN=C1SCc1ccccc1F | 4.4%
Cc1cccc(-n2ccnc2SCC(=O)Nc2nccs2)c1 | -2.4%
O=C(CC1(O)C(=O)Nc2ccccc21)c1ccccc1 (stereo not given) | 11.0%
O=C(O)CSc1nnc(-c2ccccc2O)n1Cc1ccccc1 | -3.4%
O=C(Nc1ccccc1-c1ccccc1)c1cnccn1 | 0.4%
O=C(CSc1nc2ccccc2s1)NC(=O)NCc1ccco1 | 13.6%
COC(=O)c1ccc2nc(NC(=O)CN3C(=O)CCC3=O)sc2c1 | -2.1%
O=C(COc1cccc2ccccc12)N1CCN(c2ccccn2)CC1 | 0.5%
c1ccc2sc(SCN(C3CCCCC3)C3CCCCC3)nc2c1 | -2.6%[5.75 µM]
Cc1onc(-c2ccccc2Cl)c1C(=O)N1CCCc2ccccc21 | 4.5%
CC1CN(C(=O)c2cc3c(=O)n4ccccc4nc3s2)CC(C)O1 (stereo not given) | 5.4%
Cc1oc(C(C)(C)C)cc1C(=O)NCC(=O)NCC(=O)O | -5.4%
C[N+]1=C2CCCCCN2C(O)(c2ccccc2)C1 (stereo not given) | 3.5%

Some of the entries so far, in markdown.
| Structure | AmpC inh det |
| --- | --- |
| O=C(CC1(O)C(=O)Nc2ccccc21)c1ccccc1 (stereo not given) | 11.0% |
| O=C(O)CSc1nnc(-c2ccccc2O)n1Cc1ccccc1 | -3.4% |
| O=C(Nc1ccccc1-c1ccccc1)c1cnccn1 | 0.4% |

Some of the compounds tested. The share of hits here may be higher or lower than overall.
